All columns: NCI-60 one-dose screen, growth in % after 48 h at 10 µM unless noted; 100 = growth as untreated, 0 = no growth, -100 = all killed.
HL-60(TB): HL-60(TB) leukemia cells | 9% of 78,000 active | AID 1794776; active means growth percent below 10
An asterisk follows results filed as active; & = joins results of further samples; [ ] = another dose, or the depositor's remark. This is a subset; rates above refer to the full screens.

SMILES	HL-60(TB)
COc1c(Br)cc(C(=O)c2ccccc2C(=O)c2cc(Br)c(OC)c(Br)c2)cc1Br	93
Cc1ccc(C(=O)O)cc1C#Cc1cnc2cccnn12	98
Ic1ccc2[nH]cc(SSc3c[nH]c4ccc(I)cc34)c2c1	-22*
NC(=O)C(CCN1CCCCC1)c1ccccc1 (stereo unspecified)	93
N/N=C(\C(=N\N)c1ccccc1)c1ccccc1	85
CCN(CC)CCOc1ccc(/C=N/Nc2nc3c([nH]2)c(=O)n(C)c(=O)n3C)cc1	115&97
Cc1ccc(N(C)C)cc1	101
CCOC(=O)c1c(C(=O)OC)c(C(=O)OC)c2ccc3c4ccccc4ccc3n12	97
Cc1c(Cc2ccc(Cl)cc2)c(=O)[nH]c(=O)n1C	88
Clc1ccc(/C=N\N=c2\scc(-c3ccc(Cl)cc3)n2/N=C/c2ccc(Cl)cc2)cc1	84
O=C(NC1CCC(C(=O)O)CC1)OCc1ccccc1 (stereo unspecified)	102
CCCc1cc(-c2ccc(O)c(CCC)c2)ccc1O	89
COc1cc(/C=N/NC(=O)c2ccc(S(C)(=O)=O)cc2)cc(OC)c1OC	56
CCOC(=O)c1c(C)nn(CC(O)c2ccccc2)c1NC(=O)Nc1ccccc1F (stereo unspecified)	101
O=C(O)CN1C(=O)C=CC1=O	97
Cc1ccc(S(=O)(=O)NC(CC(=O)OCc2ccccc2)C(=O)OCc2ccccc2)cc1 (stereo unspecified)	91
COc1c(O[C@@H]2OC(C)[C@@H](O)[C@H](O)C2O)cc2oc3cc(O)c(CC=C(C)C)c(O)c3c(=O)c2c1CC=C(C)C (stereo partly specified)	90
CN(C)c1ccc(/C=C2\Cc3c(F)ccc(Br)c3C2=O)cc1	80
O=C1C(c2c[nH]c3ccc(Br)cc23)=C(c2coc3ccc(F)cc23)C(=O)N1O	82
Nc1ccc(C2=NN(c3ccccc3)C(c3ccc(Cl)cc3)C2)cc1 (stereo unspecified)	60
Nc1cc(N)c2nc(-c3ccccc3)c(NCCc3ccc(Cl)c(Cl)c3)nc2c1	-11*
O=NN(Cc1ccccc1)c1ccccc1	57
O=C(N/N=C/c1cccc(O)c1)c1ccc(C(F)(F)F)nc1Nc1cccc(C(F)(F)F)c1	-30*
Cc1cncc2c(=O)n(-c3ccccc3)n(C)c12	110
C#Cc1cccc(Oc2ccccc2NC(=O)CCl)c1	78[8.25 µM]
CCOC(=O)/C(C#N)=C\Nc1ccc2ncnc(Nc3ccc(Cl)cc3Cl)c2c1	108
O=C(Nc1cccc2cccnc12)c1ccc(N2C(=O)[C@@H]3C4C=CC(C4)[C@@H]3C2=O)cc1	77
CCN(CC)Cc1c(C)[nH]c2ccc(NC(C)=O)cc2c1=O	114
CCOC(C(=O)N(C)CCN(C)CCc1ccccc1)(c1ccccc1)c1ccccc1	91
Clc1ccc(-c2cn3cc(Cc4ccc(Cl)c(Cl)c4)sc3n2)cc1	80
COc1ccc2[nH]c(=O)c(/C=C/C(=O)c3ccccc3OC)cc2c1	-2.5*
CCCCCCNC(=O)Oc1ccc(/C(=C(\C)c2ccc(OC)cc2)c2ccc(OCCN3CCCCC3)cc2)cc1	46
CCCN1[C@@H]2CC[C@H]1/C(=C\c1ccc(OC)cc1OC)C1=C2[C@@H](c2ccc(OC)cc2OC)C(C#N)=C(N)O1	35
C=CCn1cc(-c2nc3ccccc3s2)c2cc(-c3ccc4c5c(cccc35)C(=O)N(CCN(C)C)C4=O)ccc21	101
CNc1nc(N)cc(Nc2ccc(Br)cc2)n1	78
COC(=O)C(O)c1ccccc1 (stereo unspecified)	109
c1cc(Cc2ccsc2)cs1	104
Cc1ccc(NC(=O)CCC(=O)NS(=O)(=O)c2ccccc2)cc1	109
O=c1[nH]n(-c2nnc3n2N=C(c2ccccc2)CS3)c(=O)c2ccccc12	100
O=C(Nc1ccc2c(O)c(N=Nc3ccccc3)c(S(=O)(=O)O)cc2c1)Nc1ccc2c(O)c(N=Nc3ccccc3)c(S(=O)(=O)O)cc2c1	93
COc1cc(/C=C2\C(=O)N(c3c(Cl)cccc3Cl)c3ccccc32)cc(OC)c1OCCCCn1c2ccccc2c(=O)c2ccccc21	97
O=C(CSc1nnc(-c2ccc3nc(-c4ccc(Cl)cc4)[nH]c3c2)o1)Nc1ccc(Cl)cc1	-21*
C#CCC1(C)NS(=O)(=O)c2ccccc21 (stereo unspecified)	87
O=c1cc(-c2ccccc2O)oc2c(O)c(O)ccc12	128
Oc1ccc(Cl)c2cccnc12	84&85
CC1=CCC(OC(=O)C(C)(C)CC(O)(C(C)O)C(O)C2(C)C=CC(Cc3ccc(C(C)C)cc3)(C(C)C)CC2)(C(C)C)CC1 (stereo unspecified)	96
O=C(CSc1nnc(-c2ccc(Cl)cc2)o1)NC1=NN=C(c2ccccc2)CS1	93
COc1ccc2cc1Oc1cc3c(cc1OC)CC[N+](C)(C)C3Cc1ccc(cc1)Oc1c(OC)c(OC)cc3c1C(C2)[N+](C)(C)CC3 (stereo unspecified)	119
FC(F)(F)c1cccc(-c2cn3cc(Cl)sc3n2)c1	88
CNC(=O)Nc1ccc(Nc2cc(-c3ccc(-n4cccn4)cc3)[nH]n2)c(C)c1	93
CCC(=O)OC1(c2ccccc2)CCN(C)C1C (stereo unspecified)	62
O=C(CC(C(=O)c1ccc(Cl)cc1)N1CCCCC1)c1ccc(Cl)cc1 (stereo unspecified)	91
COc1ccccc1/C=N/Nc1nc2ccccc2c(=O)n1-c1ccccc1	101
COc1ccc(-n2cnc3c2NC(=O)CC3c2ccc3c(c2)OCO3)cc1 (stereo unspecified)	78
c1cc2n(c1)CCc1cnc(NC3CCCC3)nc1-2	113
CN(C)c1nc(-c2cccs2)n2nc(-c3ccc(Cl)cc3)cc2n1	88
COc1ccc(/C=C/C(=O)c2ccc(NC(=O)CSc3nnc(-c4ccc(-c5nc6ccc(C)cc6[nH]5)cc4)o3)cc2)cc1OC	99
CCCCOc1ncnc2nc[nH]c12	99
CCOC(=O)/C=C/c1cccc2c1C(=O)NC(C)(c1cc3cc4ccccc4cc3oc1=O)N2 (stereo unspecified)	88
CC(=O)Nc1ccccc1N	99

A different layout for some results above.
structure: O=C(Nc1ccc2c(O)c(N=Nc3ccccc3)c(S(=O)(=O)O)cc2c1)Nc1ccc2c(O)c(N=Nc3ccccc3)c(S(=O)(=O)O)cc2c1
  HL-60(TB): 93
structure: COc1cc(/C=C2\C(=O)N(c3c(Cl)cccc3Cl)c3ccccc32)cc(OC)c1OCCCCn1c2ccccc2c(=O)c2ccccc21
  HL-60(TB): 97

Further structures follow.
SMILES	HL-60(TB)
O=C(Cn1ccc2ccccc21)Nc1ccc(-c2nc3ccccc3s2)cc1	100
Clc1ccc(-n2ncc3c(Cl)nc(Cl)nc32)cc1	137
CN(C)c1nc(NCCNS(=O)(=O)c2ccc(C(=O)/C=C/c3ccc(C(F)(F)F)cc3)cc2)nc(Nc2ccc(F)cc2)n1	-22*
Cc1ccccc1NCCC#N	109
Cc1cc2c(c(C)c1Cl)C(=O)/C(=C/c1ccc(Cl)cc1)O2	100
CCOC(=O)c1ccc(O)c(O)c1	89
C[C@]12CC[C@H]3[C@@H](C[C@@H]4SC(N)=N[C@@]45C/C(=N/O)CC[C@]35C)[C@@H]1CCC2=O	101
Cc1nc(N)n[nH]1	98
O=c1c2ccccc2sc2c(NCCCNCCO)nc3ccccc3c12	7.8*
CC(Br)C(=O)c1ccccc1 (stereo unspecified)	117
O=C1Nc2ccccc2/C1=C/c1cn(CCCn2c3ccccc3c(=O)c3ccccc32)c2ccccc12	84
c1ccc(-n2ccc(-c3nn[nH]n3)n2)cc1	102
N#Cc1c(-c2c[nH]c3ccccc23)cc(-c2c[nH]c3ccccc23)[nH]c1=O	100
C=CC(C)(C)[C@]1(C[C@@H]2NC(=O)[C@@H]3CCCN3C2=O)C(=O)Nc2c1ccc1c2C=CC(C)(C)O1	94
NC(N)=NS(=O)(=O)c1ccc(N=NC2C(=O)NNC2=O)cc1	106
COc1ccc(-c2nc(SCC(=O)c3ccc(Cl)cc3)[nH]c(=O)c2C#N)cc1	83
Cc1nn(-c2ccccc2)c(N)c1N=C1NC(=O)/C(=C/c2ccc(Cl)cc2)S1	74
CC1=C(C)CC2C(=O)OC(=O)C2C1 (stereo unspecified)	108
C[C@@H](C(=O)O)c1ccc2c3cc(Cl)ccc3n(Cc3cc(=O)oc4ccc(Cl)cc34)c2c1	90
CCCCCCCCSC1=CC(=O)C(OC)=C(OC)C1=O	-10*
COc1cc(C=NNC(=O)c2ccc3nc(-c4c(C)nn(-c5ccccc5)c4N4CCOCC4)[nH]c3c2)ccc1O	93
CC1CN(CC(=O)Nc2cccc(Cl)c2)CC(C)O1 (stereo unspecified)	95
Cc1ccc(-c2ccn(C3=C(c4cccs4)NC(=S)NC3C)c(=O)n2)o1 (stereo unspecified)	68
COc1ccc(-c2cc(-c3ccccc3)nc3nc(NC(C)=O)nn23)cc1	98
Brc1ccc2[nH]cc(-c3nc(-c4c[nH]c5ncccc45)cs3)c2c1	33
CC(=O)CC(=O)Nc1c(C#N)nnn1-c1ccc(S(N)(=O)=O)cc1	88
Cc1ccc2oc(=O)cc(COc3ccc(N=Cc4ccccn4)cc3)c2c1	65
Cc1c(-c2ccc3c(c2)OCCO3)cccc1-c1nnc([C@H](N)CO)o1	100
COC(=O)Cc1ccccn1	92
NCCc1cc(O)c(O)cc1O	103
O=C1c2ccc(S(=O)(=O)O)cc2C(=O)c2ccc(S(=O)(=O)O)cc21	117
Cc1ccc(OCCCCCCNCCO)c(C)c1	-4.0*
NC(=O)c1ccc(-c2nc(CSc3nc4ccccc4s3)no2)cc1	96
CCOC(=O)C1=C(N)N(c2ccccc2)C2=C(C(=O)CC(C)(C)C2)C1c1ccccc1OC (stereo unspecified)	99
COc1ccc(C2=Cc3[nH][nH]c(=O)c3C(c3sc(N(C)Cc4ccccc4)nc3Cl)C2)cc1 (stereo unspecified)	102
COc1ccc(C(=O)/C=C/c2cc(-c3ccc(OC)c(OC)c3)n[nH]2)cc1OC	-25*
c1ccc2sc(SSN3CC4CCC(CC4)C3)nc2c1	89
NS(=O)(=O)c1ccc(CCn2c(SCC(=O)N/N=C/c3cc4ccccc4[nH]3)nc3ccccc3c2=O)cc1	35
NC(=O)/C=C\C(N)=O	58
O=C1NC(=O)C(=Cc2cccnc2)C(=O)N1	98

Ordered by formula weight (low to high): some entries from above.
SMILES	HL-60(TB)
NC(=O)/C=C\C(N)=O	58
COC(=O)Cc1ccccn1	92
NCCc1cc(O)c(O)cc1O	103
O=C1NC(=O)C(=Cc2cccnc2)C(=O)N1	98
Cc1ccc(OCCCCCCNCCO)c(C)c1	-4.0*
CCCCCCCCSC1=CC(=O)C(OC)=C(OC)C1=O	-10*
c1ccc2sc(SSN3CC4CCC(CC4)C3)nc2c1	89
CC(=O)CC(=O)Nc1c(C#N)nnn1-c1ccc(S(N)(=O)=O)cc1	88
Cc1c(-c2ccc3c(c2)OCCO3)cccc1-c1nnc([C@H](N)CO)o1	100
COc1ccc(-c2cc(-c3ccccc3)nc3nc(NC(C)=O)nn23)cc1	98
O=C1c2ccc(S(=O)(=O)O)cc2C(=O)c2ccc(S(=O)(=O)O)cc21	117
Cc1ccc2oc(=O)cc(COc3ccc(N=Cc4ccccn4)cc3)c2c1	65
Cc1ccc(-c2ccn(C3=C(c4cccs4)NC(=S)NC3C)c(=O)n2)o1 (stereo unspecified)	68
COc1ccc(C(=O)/C=C/c2cc(-c3ccc(OC)c(OC)c3)n[nH]2)cc1OC	-25*
CCOC(=O)C1=C(N)N(c2ccccc2)C2=C(C(=O)CC(C)(C)C2)C1c1ccccc1OC (stereo unspecified)	99
COc1ccc(C2=Cc3[nH][nH]c(=O)c3C(c3sc(N(C)Cc4ccccc4)nc3Cl)C2)cc1 (stereo unspecified)	102
COc1cc(C=NNC(=O)c2ccc3nc(-c4c(C)nn(-c5ccccc5)c4N4CCOCC4)[nH]c3c2)ccc1O	93
NS(=O)(=O)c1ccc(CCn2c(SCC(=O)N/N=C/c3cc4ccccc4[nH]3)nc3ccccc3c2=O)cc1	35

Later entries.
SMILES	HL-60(TB)
C=C(C)[C@@H]1CC[C@]2(C(=O)N3CCN(C)CC3)CC[C@]3(C)[C@H](CC[C@@H]4[C@@]5(C)C/C(=C/c6cc(C(F)(F)F)cc(C(F)(F)F)c6)C(=O)C(C)(C)[C@@H]5CC[C@]43C)[C@@H]12	100
NNC(=O)CSc1nc2scc(-c3ccccc3)c2c(=O)n1-c1ccccc1	84
COc1ccc(NC(=O)Cn2c(/C=C/c3cccc(Br)c3)nc3ccccc3c2=O)cc1	93
O=C(O)c1ccc(N2C(=O)c3ccccc3C2=O)cc1	96
Cc1ccccc1NC(=S)NN	74
c1ccc(CCn2nnc3c(Nc4ccc(N5CCOCC5)nc4)ncnc32)cc1	142
COc1ccc2c(N)ncc(C#Cc3cc(C(=O)Nc4ccc(CN5CCN(C)CC5)c(C(F)(F)F)c4)cnc3C)c2c1	44
Cc1ccc2ncccc2c1	112
CCOC(=O)C1=C(CSC(=S)N2CCCCC2)N(C)C(=O)NC1c1ccccc1 (stereo unspecified)	67
CCCc1[nH]nc2c1C(c1ccco1)C(C#N)=C(N)O2 (stereo unspecified)	103
O=C(NC(=S)Nc1cccc(F)c1)c1cccc([N+](=O)[O-])c1	70
COc1cccc(-c2nc3sccn3c2/C=C/C(=O)c2ccc(C(F)(F)F)cc2)c1	46
N#C/C(=C\c1ccc2c(c1)OCO2)n1nnc2ccccc21	-11*
CCN(CC)CCN(C(=O)/C=C/c1ccccc1)C1CCCCC1	92
CC(=O)NC(C)(NC(=O)CCl)C(=O)O (stereo unspecified)	99
Cn1c(-c2ccccc2)c(C(C[N+](=O)[O-])c2ccco2)c2ccccc21 (stereo unspecified)	94[9.25 µM]
Cc1nc(N)sc1-c1ccccc1	119
CCOC(=O)c1c(CSc2ccccc2)n(C)c2cc(CN(C)C)c(O)c(CN(C)C)c12	52
O=C1c2cccc(NCCN=Cc3cc([N+](=O)[O-])ccc3O)c2C(=O)c2c(NCCN=Cc3cc([N+](=O)[O-])ccc3O)cccc21	71
COc1ccc(-c2nn(-c3cccc(Cl)c3)cc2C2C(C#N)=C(N)Oc3[nH]c(=O)[nH]c(=O)c32)cc1 (stereo unspecified)	107
CN1CCC=C(C(=O)N2c3ccccc3Sc3ccc(Cl)cc32)C1	75

Source: PubChem BioAssay
